# Bioassay records: PubChem BioAssay, National Center for Advancing Translational Sciences (NCATS)
# RECQ1 inh: qHTS Assay for Inhibitors of RecQ-Like Dna Helicase 1 (RECQ1); ATP-dependent DNA helicase Q1 (Homo sapiens), P46063; RECQ1 DNA unwinding, red fluorescence kinetic read; Potency, µM (doses to about 57.3 µM), inactives show at the highest dose activity, negative = inhibition, usual class: inhibitors; hit rate 0.54% among 240,000;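 also: plate controls were vehicle for no effect and no enzyme for full effect; nearly all actives have a fitted effect of over 30% in size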
#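 RECQ1T1 50 nM; forked duplex (20 bp + 30-nt ss tails) 200 nM, ATP 2 mM final; pH 8.0, 2 mM MgCl2, 2.5 ug/ml poly(dI-dC); 15 min compound preincubation; discontinuous kinetic read over 2 h at RT.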
# TRb-SRC2 inh: qHTS for Inhibitors of the Interaction of Thyroid Hormone Receptor and Steroid Receptor Coregulator 2; TRbeta-SRC2 peptide binding, fluorescence polarization; receptor liganded with 1 µM T3; AID 1469, 2008; hit rate 0.065% among 280,000; Thyroid hormone receptor beta (Homo sapiens), P10828; Potency, µM (series often up to 106 µM), for inactives: at the top dose activity change, negative = inhibition, usual class: inhibitors;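 also: plate controls were bound peptide for no effect and peptide without receptor for full effect; nearly all actives have a fitted effect of over 50% in size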
# Target sequence (P10828 whole entry, looked up): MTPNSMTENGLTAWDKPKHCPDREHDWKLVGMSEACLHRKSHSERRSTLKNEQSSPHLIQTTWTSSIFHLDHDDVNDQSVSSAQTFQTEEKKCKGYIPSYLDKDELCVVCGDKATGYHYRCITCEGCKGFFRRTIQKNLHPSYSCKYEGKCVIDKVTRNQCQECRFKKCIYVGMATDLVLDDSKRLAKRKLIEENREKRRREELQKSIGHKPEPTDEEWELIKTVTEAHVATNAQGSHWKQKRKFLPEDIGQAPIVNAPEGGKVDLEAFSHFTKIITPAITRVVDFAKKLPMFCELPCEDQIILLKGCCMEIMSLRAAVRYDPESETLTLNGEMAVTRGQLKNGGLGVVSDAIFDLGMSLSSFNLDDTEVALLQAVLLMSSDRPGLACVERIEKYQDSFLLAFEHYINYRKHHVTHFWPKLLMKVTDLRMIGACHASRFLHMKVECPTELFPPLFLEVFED
#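 Polarization signal, normalized between peptide-alone and full complex controls, measured compound effects on T3-liganded human TRb LBD (0.6 uM) binding 20 nM Texas Red SRC2 peptide after 5 hr.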
# JMJD2E inh: qHTS Assay for Inhibitors of Human Jumonji Domain Containing 2E (JMJD2E) | Lysine-specific demethylase 4E (Homo sapiens), B2RXH2 | JMJD2E catalytic domain, FDH-coupled NADH fluorescence (FDH is formaldehyde dehydrogenase) | Potency, µM (doses to about 57.1 µM), inactives show at the highest dose activity change, negative = inhibition, most hits filed as inhibitors | hit rate 1.6% among 230,000; active = well fitted inhibition curve with a large enough effect, not every such curve was filed as active; inconclusive = small, poorly fitted or top-dose-only effect, or another doubt; inactive = no such curve, though single readings can be large or run the other way;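 also: 0% = wells with enzyme and -100% = buffer wells without enzyme; nearly all actives have a fitted effect of over 50% in size; many of its hits are not listed in these tables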
# Target sequence (B2RXH2 1-337 limits assumed): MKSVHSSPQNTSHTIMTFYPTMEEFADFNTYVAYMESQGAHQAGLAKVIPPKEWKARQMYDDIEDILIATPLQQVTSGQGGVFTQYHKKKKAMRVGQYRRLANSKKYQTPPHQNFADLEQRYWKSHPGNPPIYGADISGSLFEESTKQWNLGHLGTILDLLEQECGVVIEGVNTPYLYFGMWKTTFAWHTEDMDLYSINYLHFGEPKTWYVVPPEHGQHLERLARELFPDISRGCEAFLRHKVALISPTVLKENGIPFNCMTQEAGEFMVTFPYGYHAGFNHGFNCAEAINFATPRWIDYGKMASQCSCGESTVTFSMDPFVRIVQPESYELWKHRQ
# SMN2 splice up: qHTS Assay for Enhancers of SMN2 Splice Variant Expression; HEK293 SMN2-luciferase splicing reporter, luminescence, 30-36 h; Potency, µM (highest dose often 46.1 µM), for inactives: at the top dose activity change, positive = activation, hits mostly activators; hit rate 2.8% among 210,000; also: % of control where 0% means no effect; nearly all actives have a fitted effect of over 55% in size
#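 qHTS luciferase splicing reporter: luminescence rises when SMN2 exon 7 is included in transfected HEK293 cells. Compound exposure lasted 30-36 h at 37C, with 4.5 mM final sodium butyrate as control, followed by a ONE-Glo read.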
# RGS12 GoLoco inh: qHTS Assay for Inhibitors of RGS12 GoLoco Motif Activity (Red Fluorophore). hit rate 0.44% among 230,000. Potency, µM (top dose mostly 61.6 µM), for inactives: top-dose activity, negative = inhibition, most hits filed as inhibitors. AID 880, 2007. Gai1:RGS12 GoLoco peptide FP, rhodamine, 10 min; active = well fitted inhibition curve with a large enough effect, not every such curve was filed as active; inactive = no such curve, though single readings can be large or run the other way; also: % is scaled to controls: 0 for no effect and ±100 for the full control effect; nearly all actives have a fitted effect of over 30% in size; many of its hits are not listed in these tables
# Lamin A splicing: qHTS Assay for Modulators of Lamin A Splicing | HeLa LMNA splicing GFP/RFP minigene ratio, 48 h | Potency, µM (highest dose often 46.1 µM), for inactives: at the highest dose ratio change, negative = inhibition, hits mostly inhibitors | hit rate 0.01% among 200,000; active = well fitted inhibition curve with a large enough effect in the signal ratio, with a control signal flat, not every such curve was filed as active; inconclusive = small, poorly fitted or top-dose-only effect, or effect the other way, or a change in a side signal; the % refers to the signal ratio; also: % is scaled to controls: 0 for no effect and ±100 for the full control effect
#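 S3 HeLa stable clones carrying a lamin A-EGFP splicing minigene plus DsRed2 were seeded at 600 cells/well in Opti-MEM with 2% FBS, pin-dosed and incubated 48 h at 37°C. Acumen cytometry (488 nm) gave the GFP/RFP total-intensity ratio.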
# TR SRC2 fluor cs: Total Fluorescence Counterscreen for Inhibitors of the Interaction of Thyroid Hormone Receptor and Steroid Receptor Coregulator 2; TRb/SRC2 Texas Red total fluorescence interference; Potency, µM (series often up to 106 µM), for inactives: top-dose fluorescence change, negative = quenching; hit rate 0.29% among 280,000; active = well fitted curve in either direction with a large enough effect; inconclusive = small, poorly fitted or top-dose-only effect; also: % is scaled to controls: 0 for no effect and ±100 for the full control effect
#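 Human TRb ligand-binding domain at 0.6 uM with 20 nM Texas Red SRC2 peptide in Tris buffer containing 1 uM T3 and 5% DMSO, incubated with compound 5 h at ambient temperature. Total fluorescence (555/632 nm) calculated as parallel + 2 × perpendicular.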
# ALDH1A1 inh: qHTS Assay for Inhibitors of Aldehyde Dehydrogenase 1 (ALDH1A1) | Purified ALDH1A1, NADH fluorescence, propionaldehyde substrate | hit rate 7.3% among 220,000 | Potency, µM (titrated, usually from 75.3 µM), inactives show at the top dose activity, negative = inhibition, hits mostly inhibitors; active = well fitted inhibition curve with a large enough effect, not every such curve was filed as active; inconclusive = small, poorly fitted or top-dose-only effect, or another doubt; inactive = no such curve, though single readings can be large or run the other way;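 also: plate controls were no enzyme wells and a reference inhibitor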
# Numbers without * were called inactive; i = inactive; ? = inconclusive; / = no result given; [ ] = remark or other dose. Unless noted, calls follow the shape of the dose curve; as a rule, active = well fitted curve in the direction sought with a large enough effect; inconclusive = small, poorly fitted or top-dose-only effect, or another doubt; inactive = no such curve, though single readings can be large; an effect the other way counts as inactive or inconclusive. Potency is read from the fitted curve at half-maximal effect.
entry	canonical_smiles	ALDH1A1 inh	JMJD2E inh	SMN2 splice up	Lamin A splicing	TRb-SRC2 inh	RECQ1 inh	RGS12 GoLoco inh	TR SRC2 fluor cs
1	Cc1ccc(CCCOC(=O)C[N+]2(C)CCCC2)cc1	-2%	-1%	-15%	-9%	-7%	3%	7.1µM*	-7%
2	Cc1ccc(S(=O)(=O)C2(C(=O)O)CCCC2)cc1C	-4%	-2%	0%	2%	-17%	-7%	-5%	-2%
3	COC(=O)N/N=C\c1ccc(-c2cc(Cl)c(Cl)cc2Cl)o1	3%	?	-13%	-1%	-10%	-2%	11%	1%
4	COc1ccc(Cc2nnc(SCc3c(C)noc3C)n2C2CCCCC2)cc1OC	0%	2%	-7%	4%	-2%	i	1%	0%
5	Cc1sc2nc(CN3CCOCC3)nc(NS(=O)(=O)c3ccccc3)c2c1C	?	-17%	19%	-3%	-5%	i	18%	-7%
6	Cc1nn(C)cc1-c1n[nH]c(=S)n1-c1ccc(F)cc1	-8%	-3%	-13%	8%	-2%	0%	-9%	-1%
7	O=C(NCc1cccnc1)C(=O)Nc1nc2ccccc2s1	1%	6%	-13%	/	4%	-14%	5%	0%
8	CCn1cc(C(=O)NCC2COc3ccccc3O2)c2cc(OC)c(OC)cc2c1=O (configuration not stated)	?	?	-9%	-6%	-3%	i	-2%	2%
9	O=c1cnc2cnc(Oc3cccc(Cl)c3)nc2n1C[C@H]1CCCO1	?	/	/	-1%	/	i	8%	/
10	CCOC(=O)CNC(=O)CSc1nc2sc(C)c(C)c2c(=O)n1C	?	-1%	-14%	-3%	-3%	-3%	11%	0%
11	CCOC(=O)c1[nH]c2cc(OC)c(OC)cc2c1NC(=O)c1ccc2c(c1)OCO2	2%	?	-14%	8%	-4%	7%	-2%	-1%
12	CCOC(=O)c1ccc(-c2c(C(=O)OCC)oc3cc(O)c(CC)cc3c2=O)o1	10µM*	?	?	-1%	-23%	-15%	19%	-2%
13	O=C(/C=C/c1ccco1)Nc1sc2c(c1C(=O)O)CCC2	4%	-7%	28µM*	-3%	-6%	35µM*	-19%	-16%
14	Cc1cc(C)c2nc(SCC(=O)Nc3ccc(S(=O)(=O)N4CCCC4)cc3)c(C)cc2c1	?	-13%	?	3%	6%	i	-8%	-1%
15	C[C@@H]1NC(=O)/C(=C\c2ccccc2Cl)NC1=O	/	2%	/	/	-2%	-5%	3%	-2%
16	CC(=O)NCCN1C(=O)C2C3c4ccccc4C(c4ccccc43)C2C1=O (configuration not stated)	5%	0%	-10%	-1%	4%	-1%	19%	-1%
17	COc1cc(NC(=O)c2ccccc2-c2ccccc2)cc(OC)c1	1%	-5%	-13%	-2%	-7%	-5%	2%	-2%
18	Cc1cccc(C(=O)Nc2cc(=O)n(C)c(=O)n2C)c1	0%	-1%	-4%	0%	2%	-1%	6%	-2%
19	CCOC(=O)C1CCCN(Cc2cc(=O)oc3cc(C)ccc23)C1 (configuration not stated)	-12%	4%	/	/	-3%	-1%	2%	0%
20	Cc1cc(C(=O)Nc2cc(C(C)(C)C)on2)c(C)o1	-11%	-4%	/	?	-5%	i	4%	3%

# (further entries)
entry	canonical_smiles	ALDH1A1 inh	JMJD2E inh	SMN2 splice up	Lamin A splicing	TRb-SRC2 inh	RECQ1 inh	RGS12 GoLoco inh	TR SRC2 fluor cs
21	CCOC(=O)c1c(-c2cccs2)csc1NC(=O)CNCCN1CCOCC1	-4%	22µM*	-13%	9%	0%	-2%	14%	0%
22	Cc1sc(C(C2C(=O)CC(C)(C)CC2=O)C2C(=O)CC(C)(C)CC2=O)cc1[N+](=O)[O-]	13µM*	?	/	/	-1%	-4%	12%	-4%
23	O=C(NCc1nc2ccccc2[nH]1)C1=C[C@@H](c2ccc(Br)cc2)C[C@@H](OCc2ccc(CO)cc2)O1	-2%	-21%	/	/	0%	-18%	10%	-3%
24	COc1cc2ccccc2cc1-c1nnc(COc2ccccc2)o1	18%	-4%	-19%	11%	-25%	-6%	-5%	3%
25	CCCCc1c(C)nc2ccc(Br)cc2c1SCCC#N	6%	7%	-29%	?	-11%	-2%	-1%	-4%
26	O=C(Nc1ccn(Cc2ccccc2)n1)c1cccc(F)c1	6%	3%	2.8µM*	/	3%	20%	6%	-4%
27	CN1CCCN(C(=O)/C=C/c2ccc(Cl)cc2Cl)CC1	?	13%	-6%	-5%[46 µM]	-10%	-9%	13%	-1%
28	O=C(O)c1cc(-c2cc3ccccc3o2)nn1-c1ccccc1	?	?	13%	-2%[46 µM]	-2%	-1%	26%	-2%
29	COc1ccc(-c2nc(-c3ccccc3)c(NCc3ccccc3)o2)cc1	-1%	9%	1%	/	7%	11%	-2%	3%
30	O=C(CSc1nnnn1C1CCCCC1)NNC(=O)c1ccco1	4.7µM*	-4%	/	/	7%	1%	8%	1%
31	COc1ccc(CNc2ccnc(-c3ccccc3C(F)(F)F)n2)c(OC)c1	-1%	2%	-15%	1%	2%	-11%	-1%	-2%
32	O=C1c2ccccc2NC(c2ccc(-c3cccc(Cl)c3)o2)N1O (configuration not stated)	-1%	?	?	?	-5%	-9%	-6%	-3%
33	COc1ccc(C(C)=O)cc1COC(=O)c1ccc(S(=O)(=O)N2CCOCC2)cc1	?	3%	7%	4%	2%	i	9%	1%
34	O=Cc1c(Sc2ccccc2)nc2ccccn2c1=O	?	-2%	-6%	-1%	1%	-6%	4%	-3%
35	CCOC(=O)Nc1ccc([N+](=O)[O-])cc1C	-8%	6%	/	-8%	3%	0%	/	0%
36	Clc1ccccc1-c1nc(N2CCNCC2)c2ccccc2n1	-3%	6%	4%	-8%	-6%	-12%	1%	-1%
37	c1cc2c(cn1)cnc1cscc12	?	?	12%	?	-1%	-13%	-12%	-3%
38	Cc1ccc(OCC(=O)N2CCN(C(=O)c3ccncc3)CC2)cc1	4%	8%	/	/	-2%	-3%	-3%	0%
39	Cc1[nH]n(-c2ncc(-c3ccccc3)s2)c(=O)c1C(c1ccc(Br)cc1)C(C#N)C#N (configuration not stated)	13µM*	-2%	-9%[1.84 µM]	?	-9%	0%	15%	-1%
40	O=C(CCNS(=O)(=O)c1cccc2nsnc12)NC1CCN(Cc2ccccc2)CC1	5%	0%	-31%[inhibitor]	-8%	2%	-8%	4%	-6%

# (next part)
entry	canonical_smiles	ALDH1A1 inh	JMJD2E inh	SMN2 splice up	Lamin A splicing	TRb-SRC2 inh	RECQ1 inh	RGS12 GoLoco inh	TR SRC2 fluor cs
41	CC(=O)NCc1c(I)c(NC(C)=O)c(I)c(C(=O)O)c1I	-8%	-24%	4%	?	4%	i	4%	-3%
42	O=C(NC1CCCCCC1)c1cc(S(=O)(=O)N2CCC3(CC2)OCCO3)ccc1F	?	-7%	-69%[inhibitor]	-23%	-3%	0%	3%	-10%
43	O=C(CCSCCC(=O)Nc1c(F)c(F)c(F)c(F)c1F)Nc1c(F)c(F)c(F)c(F)c1F	1%	9%	24%	/	6%	14%	8%	0%
44	CCCc1cc(C(=O)Nc2ccc(C)cc2)no1	-2%	10%	8%	-3%	6%	-2%	6%	0%
45	O=C(NCCCCCCCCCNC(=O)C(F)(F)F)C(F)(F)F	-1%	6%	-12%	13%	-7%	0%	4%	-1%
46	COc1ccc(N(C)C(=O)Nc2ccc3nsnc3c2)cc1	-3%	-17%	-22%	3%[46 µM]	-7%	-2%	17%	-1%
47	CCn1c(SCc2ccc(F)cc2)nc2c(c1=O)SCC2	-6%	6%	-8%	/	16%	-4%	4%	-1%
48	O=C(Nc1ccc(OC(=O)c2cccnc2)cc1)c1cccnc1	12%	1%	5%	1%	-16%	2%	8%	-1%
49	COc1ccccc1-n1cccc1C=O	0%	0%	/	-5%[46 µM]	-2%	8%	18%	1%
50	COc1ccccc1/C=C1/C(=O)N(c2cc(C)cc(C)c2)C(c2cccc([N+](=O)[O-])c2)S1(=O)=O (configuration not stated)	?	1%	7%[1.84 µM]	-10%	6%	-2%	10%	0%
51	CC(C)S(=O)(=O)C1=NSC2=NC(=O)/C(=C\c3ccc(-c4ccccc4)o3)C(=N)N21	4%	1%	23%	3%	17%	0%	7%	?
52	O=C(Nc1ccc(C(=O)Oc2ccccc2)c(O)c1)c1ccccc1	-9%	?	-16%	/	-3%	-10%	-10%	-4%
53	COc1ccccc1Nc1nc(NCCO)nc(N)c1[N+](=O)[O-]	/	-3%	/	/	2%	5%	1%	-6%
54	Cc1cc(C)c2c(=O)[nH]c(SCC(=O)NCCc3ccccc3)nc2n1	1%	?	-13%	10%	-7%	i	-8%	-1%
55	COc1ccc(CC(=O)NCCC2=CCCCC2)cc1	24µM*	5%	18%	-4%[46 µM]	1%	-4%	8%	-1%
56	CC1Cc2ccccc2N1CC(=O)NC(=O)NC1CCCC1 (configuration not stated)	-8%	0%	-8%	-8%[46 µM]	-1%	i	-6%	-4%
57	COc1ccc(CCN(C)C(=O)N2CCOCC2)cc1OC	5%	7%	-2%	-7%	8%	-2%	-7%	3%
58	Cc1ccsc1-c1nc(CN2C[C@@H](C)O[C@@H](C)C2)c(C)o1	?	-11%	/	/	3%	-1%	6%	-5%
59	Cc1c(Nc2c3ccccc3nc3ccccc23)c(=O)n(-c2ccccc2)n1C	5%	?	/	/	-5%	-10%	-7%	0%
60	Cn1c(N)c(C(=O)Nc2c(Cl)cccc2Cl)sc1=S	/	6%	/	/	4%	-13%	0%	-2%
61	CC(=O)OCC(=O)[C@@]12OC(C)(C)OC1CC1C3CC(F)C4=CC(=O)C=C[C@@]4(C)[C@@]3(F)C(O)C[C@]12C (some centres not stated)	0%	-1%	-5%	/	5%	-10%	-8%	0%
62	CCCC(=O)NC(=S)Nc1cccc(NC(=O)c2ccccc2)c1	?	8%	-1%	/	-8%	i	10%	3%

# Not all compounds are listed; rates above refer to the full screens.
